Screening results as filed in PubChem.
BAZ2B inh: qHTS Assay for Inhibitors of BAZ2B | Bromodomain adjacent to zinc finger domain protein 2B (Homo sapiens), Q9UIF8 | AlphaScreen BAZ2B-H3K14Ac peptide displacement | Potency, µM (doses to about 114 µM), inactives show at the highest dose activity change, negative = inhibition, usual class: inhibitors | 4.4% of 360,000 active | AID 504333, 2011; further: on the % scale 0 is the no-effect control and ±100 the full control effect; nearly all actives have a fitted effect of over 60% in size
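Complex of BAZ2B and biotin-H3K14Ac (50 nM apiece) forms over 30 min at RT, then faces library compounds up to 110 uM for another 30 min; AlphaScreen beads added, 20 min dark incubation, luminescence read.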
JMJD2A Tudor: qHTS Assay for Inhibitors of JMJD2A-Tudor Domain; Lysine-specific demethylase 4A (Homo sapiens), O75164; AlphaScreen JMJD2A-Tudor / H3K4me3 peptide binding; Potency, µM (top dose mostly 114 µM), without a hit: at the highest dose activity change, negative = inhibition, actives largely listed as inhibitors; 4.4% of 390,000 active; AID 504339, 2011; further: on the % scale 0 is the no-effect control and ±100 the full control effect; nearly all actives have a fitted effect of over 50% in size
G9a block: qHTS Assay for Inhibitors of Histone Lysine Methyltransferase G9a. Histone-lysine N-methyltransferase EHMT2 (Homo sapiens), Q96KQ7. G9a H3K9 monomethylation, AlphaScreen, 2 h. Potency, µM (doses to about 102 µM), for inactives: at the highest dose activity, negative = inhibition, hits mostly inhibitors. 8.8% of 350,000 active. AID 504332, 2011; further: on the % scale 0 is the no-effect control and ±100 the full control effect; nearly all actives have a fitted effect of over 75% in size
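Quantitative HTS format: methyltransferase activity on a biotin-tagged H3K9 peptide is measured by AlphaScreen, using a rabbit anti-monomethyl-H3K9 antibody with streptavidin donor and anti-IgG acceptor beads. Final levels are 20 nM enzyme, 500 nM peptide, 20 uM SAM; 2 h RT.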
Tb PGK inh: qHTS Assay to Find Inhibitors of Phosphoglycerate Kinase; Phosphoglycerate kinase, glycosomal (Trypanosoma brucei brucei), P07378; AID 602233, 2012; PGK/GAPDH coupled, Kinase-Glo luminescence, 60 min; Potency, µM (titrated, usually from 57.5 µM), without a hit: at the top dose activity change, negative = inhibition, usual class: inhibitors; 0.043% of 380,000 active; further: on the % scale 0 is the no-effect control and ±100 the full control effect; nearly all actives have a fitted effect of over 60% in size
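Recombinant glycosomal PGK reaction used 1,3-bisphosphoglycerate generated in-well by GAPDH (100nM final) in 100mM TEA pH 7.6, 5mM MgCl2, 0.01% Tween-20. After 60 minutes at room temperature, ATP was read by Kinase-Glo Plus luminescence end-point.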
Pol iota inh: qHTS for Inhibitors of Polymerase Iota | Pol iota fluorescent replication assay, 10 min | Potency, µM (series often up to 115 µM), for the others: top-dose activity, negative = inhibition, usual class: inhibitors | 1% of 390,000 active | AID 588590, 2011
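Fluorescent replication assay read twice, at 0 min and 10 min after adding 50 nM (final) substrate. Enzyme (10 nM) and compounds were first incubated 15 min at room temperature; enzyme-free buffer wells were negative controls.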
GLS inh: qHTS for Inhibitors of Glutaminase (GLS); Glutaminase kidney isoform, mitochondrial (Homo sapiens), O94925; 0.21% of 410,000 active; Potency, µM (titrated, usually from 45.5 µM), for inactives: at the highest dose activity change, negative = inhibition, usual class: inhibitors; GLS enzymatic activity, qHTS titration; AID 624170, 2012; further: on the % scale 0 is the no-effect control and ±100 the full control effect
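Read-out is an Amplex red fluorescence increase coupled through glutamate oxidase and HRP, measured before and after 30 min room-temperature incubation. hKGA is in 45 mM KH2PO4 (pH 8.2) with 0.02% Tween-20; glutamine added as 1mM solution.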
HP1b chromo inh: HTS for Inhibitors of HP1-beta Chromodomain Interactions with Methylated Histone Tails; Chromobox protein homolog 1 (Homo sapiens), P83916; AlphaScreen HP1-beta / biotin-H3K9me3 peptide binding; 0.56% of 390,000 active; Potency, µM (titrated, usually from 114 µM), for inactives: at the top dose activity change, negative = inhibition, usual class: inhibitors; further: nearly all actives have a fitted effect of over 70% in size; inactives centre near 23
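Compound inhibition of the preformed complex between 50 nM HP1-beta and 50 nM biotinylated H3K9me3 peptide was read by AlphaScreen. Buffer was PBS pH 7.4 with 0.01% Tween-20. Incubations ran 30 min at room temperature, with 10 ug/mL donor/acceptor beads.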
BLM inh: qHTS Assay for Inhibitors of Bloom's syndrome helicase (BLM); recombinant BLM DNA unwinding, fluorescence dequenching; Potency, µM (series often up to 56.1 µM), for inactives: at the top dose activity change, negative = inhibition, usual class: inhibitors; 0.2% of 350,000 active;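 further: plate controls were vehicle for no effect and no enzyme for full effect; nearly all actives have a fitted effect of over 35% in size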
Target sequence (P54132 whole entry, looked up): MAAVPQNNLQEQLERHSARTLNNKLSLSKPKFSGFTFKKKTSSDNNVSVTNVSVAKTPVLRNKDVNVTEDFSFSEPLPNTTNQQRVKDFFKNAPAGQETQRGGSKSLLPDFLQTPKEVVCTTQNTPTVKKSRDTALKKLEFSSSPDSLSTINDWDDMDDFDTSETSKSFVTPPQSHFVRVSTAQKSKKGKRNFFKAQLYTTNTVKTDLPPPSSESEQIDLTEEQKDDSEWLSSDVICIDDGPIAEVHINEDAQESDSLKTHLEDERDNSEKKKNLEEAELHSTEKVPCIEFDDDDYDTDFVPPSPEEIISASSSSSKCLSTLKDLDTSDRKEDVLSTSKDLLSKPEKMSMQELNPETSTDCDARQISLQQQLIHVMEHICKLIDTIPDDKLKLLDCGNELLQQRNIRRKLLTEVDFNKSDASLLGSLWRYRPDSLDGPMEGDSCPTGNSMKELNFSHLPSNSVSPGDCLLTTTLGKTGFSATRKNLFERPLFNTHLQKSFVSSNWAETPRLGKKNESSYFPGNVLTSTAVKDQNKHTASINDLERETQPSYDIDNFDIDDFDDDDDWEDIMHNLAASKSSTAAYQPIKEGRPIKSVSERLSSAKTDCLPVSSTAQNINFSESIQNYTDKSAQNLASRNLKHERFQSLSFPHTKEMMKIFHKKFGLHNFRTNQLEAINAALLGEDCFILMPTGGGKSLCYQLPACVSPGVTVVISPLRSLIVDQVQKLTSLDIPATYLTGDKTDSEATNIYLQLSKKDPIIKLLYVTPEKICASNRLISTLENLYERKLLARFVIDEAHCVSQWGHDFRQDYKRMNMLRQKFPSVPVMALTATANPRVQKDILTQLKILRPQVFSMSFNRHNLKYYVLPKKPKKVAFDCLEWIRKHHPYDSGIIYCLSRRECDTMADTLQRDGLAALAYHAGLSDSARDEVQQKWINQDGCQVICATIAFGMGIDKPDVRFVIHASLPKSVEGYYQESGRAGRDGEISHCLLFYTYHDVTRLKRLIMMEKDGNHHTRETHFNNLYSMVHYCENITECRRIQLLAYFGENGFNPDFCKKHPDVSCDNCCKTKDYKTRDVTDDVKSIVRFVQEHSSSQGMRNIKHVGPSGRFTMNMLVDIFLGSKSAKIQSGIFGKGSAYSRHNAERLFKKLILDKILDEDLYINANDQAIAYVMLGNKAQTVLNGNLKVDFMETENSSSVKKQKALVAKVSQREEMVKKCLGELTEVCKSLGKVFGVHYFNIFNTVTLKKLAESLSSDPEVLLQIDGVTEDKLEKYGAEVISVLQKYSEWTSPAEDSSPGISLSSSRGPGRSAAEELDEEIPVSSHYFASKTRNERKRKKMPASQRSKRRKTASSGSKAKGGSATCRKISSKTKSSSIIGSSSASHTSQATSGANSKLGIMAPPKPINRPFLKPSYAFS
Pin1 inhibitor: qHTS Assay to Find Inhibitors of Pin1; Pin1 FP peptide displacement, HiFluor488, 10 min; Peptidyl-prolyl cis-trans isomerase NIMA-interacting 1 (Homo sapiens), Q13526; Potency, µM (top dose mostly 115 µM), without a hit: top-dose activity, negative = inhibition, actives largely listed as inhibitors; 0.009% of 390,000 active; AID 504891, 2011; active means well fitted inhibition curve with a large enough effect in the polarisation, with a control signal flat, not every such curve was filed as active; inconclusive means small, poorly fitted or top-dose-only effect, or effect the other way, or a change in a side signal; inactive means no such curve, though single readings can be large or run the other way; the % refers to the polarisation; further: on the % scale 0 is the no-effect control and ±100 the full control effect
An asterisk follows results filed as active; i = inactive; ? = inconclusive; . = not tested or not shown; [ ] = remark or other dose. Unless noted, the call rests on the fitted dose curve; in most records, active means well fitted curve in the direction sought with a large enough effect; inconclusive means small, poorly fitted or top-dose-only effect, or another doubt; inactive means no such curve, though single readings can be large; an effect the other way counts as inactive or inconclusive. Potency means the concentration at half of the fitted maximal effect.

SMILES	BAZ2B inh	JMJD2A Tudor	G9a block	Tb PGK inh	Pol iota inh	GLS inh	HP1b chromo inh	BLM inh	Pin1 inhibitor
CCN(c1ccccc1)S(=O)(=O)c1ccc(C(=O)NCC2(N(C)C)CCCCC2)cc1	-2.0%	-15.8%	26.0%[12.7 µM]	7.7%	-12.0%	18.1%	30.2%	.	3.7%
COc1ccc(-c2cnc(SCC(=O)Nc3ccc4c(c3)OCO4)n2Cc2ccco2)cc1	?	20µM*	25.1µM*	-2.1%	37.3%[activator]	-4.1%	?	-7.5%	20.9%
Cc1cc(NC(=O)COC(=O)/C=C/c2ccc(C)o2)no1	.	-4.5%	.	-1.6%	-1.2%	-2.6%	37.8%	.	-3.5%
CCC(C)NC(=O)c1sc2nc(C)c(C(=O)Nc3ccc(C)cc3C)c(-c3ccc(Br)cc3)c2c1N (configuration not stated)	3.5%	8.5%	?	-1.2%	?	0.8%	67.4%[activator]	-4.6%	?
CC1=NN(C(N)=S)C(=O)C1N=Nc1ccc(F)cc1 (configuration not stated)	0.0%	-14.1%	?	.	-1.6%	16.0%	39.0%[activator]	-5.8%	1.5%
OCCNCc1cccc(OCc2ccccc2Cl)c1	-19.0%	1.4%	-3.6%	i	58.5%[activator]	-3.6%	34.2%	0.3%	1.8%
C(=N\n1cnnc1)/c1cccc(OCCOc2ccccc2)c1	0.7%	1.4%	-2.3%[12.7 µM]	3.2%	10.5%	0.2%	21.4%	-4.8%	-0.1%
Cc1cc(C)cc(OCc2nnc(SCC(=O)N3CCCCC3)o2)c1	7.5%	-9.6%	?	i	63.0%[activator]	8.6%	13.1%	-1.8%	-2.0%
CN(C1=NS(=O)(=O)c2ccccc21)c1ccc(OC(=O)c2ccccc2)cc1	-5.4%	-11.0%	2.0%	-7.9%	-16.8%	5.5%	20.4%	-8.1%	-0.8%
CCCCCOc1ccc(/C=N/NC(=O)c2nnn(-c3nonc3N)c2CN2CCCCCC2)cc1	.	-22.8%	.	-9.7%	0.0%	-4.6%	50.7%[activator]	.	0.0%
COc1ccc(OC)c2sc(N3CCN(C(=O)c4ccc5ncsc5c4)CC3)nc12	?	?	39.8µM*	-7.0%	47.3%[activator]	-1.9%	?	.	0.9%
COCCn1c(N)c(Sc2ccc(C)cc2)c(=O)[nH]c1=O	-13.5%	-10.4%	14.8%	-8.5%	71.7%[activator]	-0.2%	34.3%	-3.3%	?
COc1ccc(C(OC(=O)c2ccco2)C(=O)NC(C)(C)C)cc1 (configuration not stated)	-5.2%	-2.2%[57.1 µM]	38.8%	i	160.5%[activator]	1.5%	14.2%	0.5%	-3.4%
CCC(C)NS(=O)(=O)c1ccc(OCC(=O)NCc2ccco2)cc1 (configuration not stated)	?	-15.3%	-21.7%[59 µM]	2.5%	-8.3%	-2.3%	24.4%	0.2%	4.5%
CCOC(=O)Cc1nnc(NC(=O)CCc2ccccc2)s1	-0.6%	-11.6%	0.0%[0.501 µM]	-0.5%	27.4%	-1.6%	4.4%	-2.0%	-0.7%
Cc1cccc(NC(=O)CSc2ccc(-c3ccc4c(c3)OCO4)nn2)c1C	0.8%	0.0%	-7.0%	i	14.9%	-13.3%	20.3%	0.6%	15.9%
Cc1nn(CC(=O)Nc2cc(S(=O)(=O)N3CCOCC3)ccc2Cl)c(C)c1[N+](=O)[O-]	-0.7%	-20.0%	5.9%[12.7 µM]	-7.1%	-8.0%	-3.9%	18.1%	.	-1.7%
CCCCNC(=O)C(=O)N/N=C/c1ccc(OCC(=O)Nc2cccc(OC)c2)c(OC)c1	5.0%	-17.8%	9.2%[59 µM]	-4.1%	21.9%	-1.1%	15.1%	-10.8%	5.3%
Clc1ccccc1OCCCCn1ccnc1	-3.7%	-23.2%	4.2%[59 µM]	-8.6%	11.9%[58.9 µM]	4.2%	11.1%	3.1%	6.8%
COc1ccc(Cn2c(=N)c(C(=O)NC3CCCCC3)cc3c(=O)n4ccccc4nc32)cc1	-3.4%	-2.1%	2.7%[0.0925 µM]	4.7%	24.1%	-1.7%	41.1%[activator]	5.9%	0.9%
O=C(N/N=C/c1ccc(F)cc1)c1ccc(Br)cc1	?	-16.1%	-14.9%	-1.6%	-11.2%	8.2%	22.7%	-14.0%	11.8%
O=C(Nc1ccc(N2CCCCC2)c(Cl)c1)c1ncn[nH]1	-38.0%	4.5%	.	3.3%	3.9%	29.5%	40.9%[activator]	-1.1%	-8.9%
Cc1cccc(NC(=S)NNC(=O)c2ccc3c(c2)OCO3)c1	-9.7%	-24.3%	44.7µM*	i	3.7%	14.7%	24.7%	-2.5%	-1.9%
O=C(Nc1cc2c(cc1Br)OCCO2)c1ccco1	-2.9%	-11.1%	?	i	-1.6%	7.9%	52.7%	-3.3%	-0.8%
CCOC(=O)CCn1cnc2onc(-c3cc(OC)ccc3Cl)c2c1=O	-3.3%	-7.0%	-2.8%[59 µM]	6.4%	20.9%	-33.2%	35.8%[activator]	-3.0%	0.4%

One compound at a time (already shown). Order of values: BAZ2B inh | JMJD2A Tudor | G9a block | Tb PGK inh | Pol iota inh | GLS inh | HP1b chromo inh | BLM inh | Pin1 inhibitor
COc1ccc(-c2cnc(SCC(=O)Nc3ccc4c(c3)OCO4)n2Cc2ccco2)cc1 as listed: ? | 20µM* | 25.1µM* | -2.1% | 37.3%[activator] | -4.1% | ? | -7.5% | 20.9%
Cc1cc(C)cc(OCc2nnc(SCC(=O)N3CCCCC3)o2)c1 as listed: 7.5% | -9.6% | ? | i | 63.0%[activator] | 8.6% | 13.1% | -1.8% | -2.0%

(more compounds)
SMILES	BAZ2B inh	JMJD2A Tudor	G9a block	Tb PGK inh	Pol iota inh	GLS inh	HP1b chromo inh	BLM inh	Pin1 inhibitor
COc1ccc(C(=O)OCC(=O)N2C(C)CCCC2C)cc1[N+](=O)[O-] (configuration not stated)	-12.7%	-21.2%	8.9%	-2.3%	63.5%[activator]	2.8%	34.0%	0.2%	1.3%
Cc1ccsc1C(=O)OCC(=O)c1cc2ccccc2o1	43.2%[activator]	26.7%	9.0%[59 µM]	.	-10.9%	-12.7%	101.0%[activator]	-8.4%	15.1%
CC(C)OCCCNC(=O)C1CC(=O)N(C2CCCCCCC2)C1 (configuration not stated)	8.8%	-5.5%	.	-8.3%	-4.2%	8.0%	25.9%	-2.8%	-2.8%
Cc1cc(Cl)cc(C)c1OCC(=O)N1CCN(c2ncccn2)CC1	-3.4%	3.1%	12.8%[12.7 µM]	7.1%	1.2%	2.7%	51.7%[activator]	.	-12.8%
COc1ccc(CN2C(=O)c3cccnc3C2=O)cc1S(=O)(=O)NCc1ccc(C)cc1	79.4µM*	-13.7%	-23.7%	-7.8%	23.2%	-14.6%	52.0%[activator]	-1.9%	-4.1%
O=S1(=O)N=C(N(CCO)/N=C/c2ccccc2)c2ccccc21	.	-1.5%[11.4 µM]	-26.5%	-6.4%	28.6%	-2.3%	6.3%	1.7%	-2.2%
CCCc1cc(=O)oc2c3c(cc(OCC(=O)NCC4CCC(C(=O)O)CC4)c12)OC(C)(C)CC3 (configuration not stated)	16.0%[57.1 µM]	-27.2%	.	-3.4%	21.0%	-0.9%	27.0%	-2.9%	-5.6%
O=C1OCCN1c1ccccc1	.	-13.1%	.	-10.1%	35.2%[activator]	1.7%	17.5%[57 µM]	.	-5.2%
N#C/C(=C\c1c(N2CCN(c3ccccc3)CC2)nc2ccccn2c1=O)C(N)=O	-14.3%	-26.3%	3.8%	-2.3%	11.0%	16.7%	14.9%	-6.4%	?
Cc1cc(NC(=O)Cc2ccccc2[N+](=O)[O-])no1	-11.4%	-16.3%	.	-2.2%	38.5%[activator]	2.0%	32.8%	-5.5%	1.4%
CC(NC(=O)/C(C#N)=C/c1cccs1)c1ccccc1 (configuration not stated)	-15.8%	1.0%	-1.0%	i	63.5%[activator]	-8.6%	27.0%	-5.4%	-1.5%
COc1ccccc1NS(=O)(=O)c1ccc(O)c(C(=O)OCC(=O)N2CCc3ccccc32)c1	?	-32.1%	-0.3%[59 µM]	i	?	9.8%	-9.0%	-9.4%	10.5%
CCCc1ccc(Oc2cc(C)nc(N3CCOCC3)n2)cc1	60.3%[activator][57.1 µM]	92.4%[activator]	224.2%[activator]	-5.5%	?	-1.0%	142.6%[activator]	-2.3%	?
O=C(CSc1nc2c([nH]c3ccccc32)c(=O)n1-c1ccccc1)Nc1cccc(C(F)(F)F)c1	-1.5%	-21.9%	10.2%[59 µM]	i	15.6%	-11.7%	17.2%[57 µM]	-1.8%	3.7%
CS(=O)(=O)Nc1ccc(Cc2ccc(NS(C)(=O)=O)cc2)cc1	1.1%	7.1%	-22.5%[12.7 µM]	-5.4%	16.0%	9.5%	31.2%	0.4%	-7.0%
O=C(CSc1nc(O)c(Cc2ccccc2)c(=O)n1-c1ccccc1)N1CCOCC1	7.1%	1.8%	7.4%[12.7 µM]	3.1%	19.8%	-1.7%	37.2%	1.3%	-3.5%
Cc1ccc(C(=O)O/N=C(\N)c2ccccn2)cc1C	-4.8%	-13.6%	7.3%[59 µM]	?	93.4%[activator]	0.5%	36.2%	-3.8%	4.3%
CN(C)c1nc2ccccc2n(C)c1=O	-4.0%	-2.1%	3.3%	5.4%	31.5%[activator]	-16.0%	21.9%	-7.8%	-2.1%
COc1ccc(NC2=C(C(C)=O)C(c3ccc(OC)c(OC)c3)C(C(C)=O)C(C)(O)C2)cc1 (configuration not stated)	-27.6%	-25.0%	?	-7.0%	37.1%[activator]	1.1%	-12.3%	1.5%	1.2%
Cc1ccccc1-c1nc(SCc2ccccn2)c2c(=O)n(C)c(=O)n(C)c2n1	-9.7%	-29.2%	-22.9%[59 µM]	2.5%	170.0%[activator]	5.0%	14.8%	-13.8%	-0.5%

This is a subset (hit frequency here may not be typical).
